Screening data deposited in PubChem by several laboratories.
PPARg SRC-1 ag: promotes SRC-1 coactivator recruitment by human PPARgamma. P37231. PPARgamma-SRC-1 coactivator recruitment biochemical assay. activation, % at 8 µM. 200,000 tested, 0.41% active. AID 631; in the data active = activation above about 19%;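 note: 0% = DMSO and 100% = reference agonist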
bIAP act: increases bovine intestinal alkaline phosphatase activity; purified bovine IAP, CDP-star luminescence, 30 min; stronger effect = higher value; fold of DMSO-control signal, blank-subtracted; activation factor at 20 µM; 200,000 tested, 0.17% active; AID 1016;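 active = activation factor of 2 or more at 20 µM, a signal rise over negative controls twice the positive control's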
TLR4 MyD88 comp: inhibitors of human TLR4-MyD88 binding | O00206+Q99836 | 200,000 tested, 0.18% active | AID 861 | HeLa CL3-4 TLR4/MyD88 BLA complementation, FRET ratio | inhibition, % at 8.4 µM; in the data active = inhibition above about 25%;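 note: 0% = vehicle and 100% = reference inhibitor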
Target sequence (O00206 whole entry, looked up): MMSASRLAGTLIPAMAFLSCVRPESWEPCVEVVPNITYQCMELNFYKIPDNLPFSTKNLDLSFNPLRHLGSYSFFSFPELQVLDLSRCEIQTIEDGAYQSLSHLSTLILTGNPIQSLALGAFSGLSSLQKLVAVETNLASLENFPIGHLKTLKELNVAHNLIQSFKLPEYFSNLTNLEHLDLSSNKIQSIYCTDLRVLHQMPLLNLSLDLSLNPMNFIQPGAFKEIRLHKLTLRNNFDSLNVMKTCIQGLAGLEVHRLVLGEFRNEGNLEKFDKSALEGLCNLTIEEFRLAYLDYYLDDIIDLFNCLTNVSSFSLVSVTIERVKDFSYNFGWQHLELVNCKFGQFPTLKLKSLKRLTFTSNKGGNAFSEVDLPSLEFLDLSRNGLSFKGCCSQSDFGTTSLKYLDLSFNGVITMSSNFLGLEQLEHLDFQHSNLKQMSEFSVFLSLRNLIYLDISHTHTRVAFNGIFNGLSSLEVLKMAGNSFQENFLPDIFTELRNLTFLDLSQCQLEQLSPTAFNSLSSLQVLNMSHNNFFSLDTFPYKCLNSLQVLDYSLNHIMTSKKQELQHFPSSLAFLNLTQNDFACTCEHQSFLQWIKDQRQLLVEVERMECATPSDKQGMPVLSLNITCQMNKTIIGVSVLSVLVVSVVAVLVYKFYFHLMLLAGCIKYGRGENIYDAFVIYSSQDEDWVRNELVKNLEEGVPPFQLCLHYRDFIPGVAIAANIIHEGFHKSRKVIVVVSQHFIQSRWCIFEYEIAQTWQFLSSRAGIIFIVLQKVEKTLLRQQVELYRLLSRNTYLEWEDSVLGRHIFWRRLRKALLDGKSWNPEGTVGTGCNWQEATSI
Target sequence (Q99836 whole entry, looked up): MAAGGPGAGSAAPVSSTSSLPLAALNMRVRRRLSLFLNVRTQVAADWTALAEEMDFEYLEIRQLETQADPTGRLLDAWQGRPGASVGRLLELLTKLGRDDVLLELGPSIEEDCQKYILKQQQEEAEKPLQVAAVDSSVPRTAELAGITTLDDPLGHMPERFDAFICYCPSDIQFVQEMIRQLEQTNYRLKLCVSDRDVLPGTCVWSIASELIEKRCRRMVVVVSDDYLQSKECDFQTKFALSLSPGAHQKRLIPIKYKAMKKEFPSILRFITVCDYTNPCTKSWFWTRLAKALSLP
PPARg SRC-2 ag: promotes SRC-2 coactivator recruitment by human PPARgamma; activation, % at 8 µM; PPARgamma LBD-SRC-2 recruitment, biochemical; P37231; 200,000 tested, 0.34% active; in the data active = activation above about 22%;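 note: 0% = vehicle and 100% = reference agonist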
bIAP inh: blocks bovine intestinal alkaline phosphatase activity. inhibition, % at 20 µM. 190,000 tested, under 10 active. purified bovine IAP, CDP-star luminescence, 30 min;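 active = over 50% inhibition of intestinal alkaline phosphatase at 20 µM in the single-dose screen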
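test system = bovine IAP enzyme | medium = DEA buffer 100 mM, pH 9.8, with MgCl2 1.0 mM, ZnCl2 0.02 mM | detection = luminescence | dosing = single compound dose of 20 µM, 2% DMSO final | incubation = 30 min reaction at room temperature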
PPARg SRC3 recr: PPARgamma-driven SRC-3 recruitment agonism; P37231; biochemical PPARgamma/SRC-3 coactivator recruitment assay; activation, % at 8 µM; 200,000 tested, 0.26% active; AID 731; in the data active = activation above about 23%;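 note: 0% = DMSO and 100% = reference agonist; some compounds past the cut are filed as inactive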
ROMK primary: modulators of human ROMK potassium channel | B-score at 10 µM | 130,000 tested, 2% active | Tet-inducible ROMK, thallium flux fluorescence; actives lie on both sides | P48048;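 active = signal ratio slope over the read window, or its plate-corrected B-score, at least 3 SD from the plate mean, either direction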;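 note: B-score of the F/F0 ratio slope over 7 to 12 s after thallium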
S1P3 antag: S1P3 (human) receptor antagonism. Q99500. CHO S1P3 NFAT-BLA reporter, FRET fluorescence, antagonist mode. inhibition, % at 4.98 µM. 170,000 tested, 0.27% active;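 active = inhibition above the plate cutoff, the mean inhibition of test wells on that plate plus 3 SD, cut at about 28% in these data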;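 note: cells challenged with S1P at its EC80 of 0.8 µM; blue over green emission ratio from cleaved BLA substrate after 4 h stimulation; 0% = S1P-stimulated wells and 100% = unstimulated DMSO-only wells; some compounds past the cut are filed as inactive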
L major viab: Leishmania major promastigote growth inhibition. inhibition, % at 10 µM. Leishmania major promastigotes, resazurin fluorescence viability. 200,000 tested, 9% active; in the data active = inhibition above about 50%;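 note: promastigotes grown with compound for 44 hours at 28 °C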
DTT redox prof: compounds producing H2O2 with reducing agent – biochemical, NIH compound library profiling, artefact control for MLSCN library redox annotation, primary screen; DTT-dependent redox cycling H2O2, phenol red/HRP absorbance; 100% = 100 µM peroxide control, 0% = buffer; activation, % at 10 µM; 200,000 tested, 0.03% active;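 active = activation of at least 50% relative to the plate's high and low controls in the primary single-dose screen; inactive = activation below 50%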;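 note: compound incubated with DTT at 0.8 mM final as the reducing agent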
TR-FRET SRC-2 ct: counter-screen for PPARgamma SRC-2 recruitment agonists: TR-FRET artefact. TR-FRET ratio at 8 µM. AID 1049. stronger effect = higher value. 200,000 tested, 0.4% active; in the data active = TR-FRET ratio above about 2000; note: inactives centre near 1500
* hit, by the source's call; . = not tested or not shown; & = joins results of further samples.

Results follow in this order: PPARg SRC-1 ag	bIAP act	TLR4 MyD88 comp	PPARg SRC-2 ag	bIAP inh	PPARg SRC3 recr	ROMK primary	S1P3 antag	L major viab	DTT redox prof	TR-FRET SRC-2 ct
(1) CCOC(=O)Cc1nnc(NC(=O)C(CC)Sc2nncn2C)s1 (stereo not drawn)
 : 2	0.9	-10	-8	12	1	.	-8	-9	-0.2	1360
(2) O=C(CCCN1C(=O)c2ccccc2C1=O)NCc1cccnc1
 : -1	1	-4	0	3	3	.	-22	-5	0.3	1557
(3) Cc1ccc(SCCC(=O)OCn2nnc3ccccc3c2=O)cc1
 : 1	1.3	6	-2	-35	1	0.37	-22	-7	0.1	1558
(4) Cc1c(C(=O)OCc2nc3scc(-c4ccccc4)c3c(=O)[nH]2)cccc1[N+](=O)[O-]
 : 0	0.9	-1	1	12	-3	0.54	-25	2	-0.2	1415
(5) Cn1c(N)c(N2CCN(c3ccccc3)CC2)c(=O)[nH]c1=O
 : -6	1	-4	2	-3	-2	-0.2	8	-7	-1.5	1472
(6) O=C(CCSCc1ccccc1Cl)NC1CCCC1
 : -7	0.8	-5	-2	15	1	-0.3	-11	-3	-0.6	1442
(7) CCOC(=O)c1c(C)n(-c2ccccc2)c2ccc(O)cc12
 : 0	1	-15	5	4	6	-0.058	9	-4	1.1	1535
(8) CC1CC(C)CN(CC(=O)N2CCOCC2)C1 (stereo not drawn)
 : 5	1	-22	5	0	-2	-0.99	0	-6	0.5	1736
(9) CCC1Oc2ccccc2N(CC(=O)Nc2ccc3c(c2)OCCO3)C1=O (stereo not drawn)
 : 4	0.8	-9	-5	17	-8	.	.	6	1.9	1460
(10) CCCc1ccc(C(=O)NNC(=O)c2ccc(Br)cc2)cc1
 : -5	1	7	-9	5	2	.	-12	31	-0.5	1532
(11) CCOc1ccc(-n2c(SCC(N)=O)nc3c([nH]c4ccccc43)c2=O)cc1
 : 0	0.9	0	0	14	5	.	11	68*	-1.3	1554
(12) Nc1ccc(S(=O)(=O)O)cn1
 : 8	0.9	-6	1	6	-4	0.074	-3&5&10	-4	-0.4	1512
(13) COc1ccc2c(c1)CCc1c(C(=O)NCc3cccnc3)noc1-2
 : 2	0.9	6	3	8	1	.	70*	-11	2.8	1565
(14) CCCCOc1ccc(S(=O)(=O)NNC(=O)C2Cc3c(ccc4ccccc34)O2)cc1 (stereo not drawn)
 : -7	0.9	9	-10	12	-14	.	.	45	1.6	1368
(15) Fc1ccccc1OCCSc1nc2ccccc2o1
 : 3	0.3	4	-4	.	1	.	-11	-5	1.1	1585
(16) CN(C)C(=O)c1ccc(-c2nnc(NCc3ccccc3)c3ccccc23)cc1
 : 3	0.9	3	0	10	-4	.	5	7	0.2	1503
(17) CCOC(=O)N1CCC(n2c(SCC(=O)Nc3ccccc3OC)nc3ccccc3c2=O)CC1
 : -8	1	-6	0	0	1	-4.2*	.	11	0.7	1455
(18) COc1cccc(/C=N/Nc2snc(SC)c2C#N)c1
 : 3	1	-9	4	0	-4	.	.	0	-3.3	1475
(19) FC(F)(F)c1cc(-c2ccco2)nc(NCc2ccccc2)n1
 : 10	0.8	-8	3	20	-5	0.053	.	2	0.2	1886
(20) O=C(COC(=O)c1ccc(F)cc1F)Nc1ccc2[nH]c(=O)[nH]c2c1
 : -1	0.9	-13	0	6	5	0.43	-1	3	-1.1	1502
(21) CCOC(=O)NC(=O)COC(=O)CCCc1nc2ccccc2s1
 : 4	1.2	-5	2	-19	5	0.61	-9	-3	0.4	1633
(22) CCC(=O)Nc1cc(C)c(OC)c(C)c1
 : -3	1	3	-4	-4	-2	1.1	0	10	-0.3	1640
(23) Cc1ccc(C2=Nc3ccccc3N=C(c3ccco3)C2)c(O)c1
 : 0	1	-12	3	-4	3	.	.	-6	1.9	1466
(24) CN1C(=O)SC(Nc2ccccc2)C1=O (stereo not drawn)
 : -3	0.9	16	10	14	14	0.7	.	-8	2.6	1496
(25) COCCCN1C(=O)C(O)=C(C(C)=O)C1c1cccc(F)c1 (stereo not drawn)
 : 4	0.9	-3	5	7	1	2	-27	-5	-0.7	1573
(26) COc1ccc(NC(=O)N(C2CCCCC2)C2CCN(C(C)C)CC2)c(OC)c1
 : 3	1.1	0	-6	-5	-13	.	-5	7	2.6	1510
(27) Cc1cc(C)cc(Cn2ncc(Cl)c(Cl)c2=O)c1
 : -1	1	17	2	-1	3	-1.2	-6	19	-0.1	1512
(28) CCOC(=O)c1cc2occc2n1CC(=O)Nc1ccc(OC)cc1OC
 : 3	1	17	7	3	-5	.	-13	0	-2.4	1488
(29) COc1ccc(C(=O)NCc2cc(C)nc3ccccc23)cc1
 : -2	1.1	-6	-6	-11	0	-0.34	2	1	0.0	1357
(30) COc1ccc(NCc2nn(CC(=O)c3ccc(Br)cc3)c3[n+]2CCCCC3)cc1
 : 5	1.1	-6	0	-10	4	-0.15	-6	18	-0.6	1603

Overlap with the part before: 2 compounds, then new ones.
Results follow in this order: PPARg SRC-1 ag	bIAP act	TLR4 MyD88 comp	PPARg SRC-2 ag	bIAP inh	PPARg SRC3 recr	ROMK primary	S1P3 antag	L major viab	DTT redox prof	TR-FRET SRC-2 ct
(29) COc1ccc(C(=O)NCc2cc(C)nc3ccccc23)cc1
 : -2	1.1	-6	-6	-11	0	-0.34	2	1	0.0	1357
(30) COc1ccc(NCc2nn(CC(=O)c3ccc(Br)cc3)c3[n+]2CCCCC3)cc1
 : 5	1.1	-6	0	-10	4	-0.15	-6	18	-0.6	1603
(31) Cc1ccc2sc(NC(=O)CSc3nc(C)cc(C)c3C#N)nc2c1
 : -4	1	-1	3	0	0	.	.	7	2.4	1507
(32) COC(=O)c1sccc1NC(=O)C12CC3CC(CC(C3)C1)C2
 : 4	.	-2	-3	.	-3	1.1	.	-2	1.3	1278
(33) O=C(Nc1cccc(NC(=O)c2cccs2)c1)c1ccco1
 : 6	0.8	-17	0	15	8	.	11	72*	1.5	1589
(34) O=c1cc(N2CCN(Cc3ccccc3)CC2)[nH]c(=O)n1-c1cccc(C(F)(F)F)c1
 : 2	0.9	2	-3	12	0	0.59	-11	-9	1.4	1628
(35) CCn1c(SCC(=O)Nc2ccc(NC(=O)c3ccco3)c(OC)c2)nc2ccccc2c1=O
 : -6	0.9	3	-1	5	4	.	14	-4	2.2	1541
(36) COc1cc(/C=N/NC(=O)C(=O)N2CCCC2)ccc1O
 : -2	1	-5	-3	2	-3	.	.	-5	1.2	1486
(37) COc1cc(C2CC(=O)NC(SCC(=O)Nc3ccccc3C)=C2C#N)ccc1O (stereo not drawn)
 : 2	0.9	-4	1	8	0	.	-10	-7	1.4	1609
(38) Cc1ccc(-c2nc(N)sc2CC(=O)OCC(=O)N2C(C)CCCC2C)cc1 (stereo not drawn)
 : 7	0.9	6	-1	6	1	0.11	5	3	-0.1	1511
(39) CC(NC(=O)CCc1nnc(-c2ccc(-c3ccccc3)cc2)o1)c1nc2ccccc2[nH]1 (stereo not drawn)
 : 4	1	2	-9	-1	-3	0.2	5	5	-0.2	1517
(40) O=C(CCc1c[nH]c2ccccc12)N1CCN(c2ccc(O)cc2)CC1
 : 1	1.4	-7	1	-37	5	0.17	-9	15	-1.2	1542
(41) Nc1ccc(-n2ccnc2)cc1
 : 6	1	-3	1	0	3	0.55	4	-6	2.0	1544
(42) O=C(c1ccco1)N1CCN(C2CC(=O)N(c3ccc4c(c3)OCO4)C2=O)CC1 (stereo not drawn)
 : 1	1	-1	-7	2	1	.	-2	-2	0.2	1387
(43) Cc1ccc(C(=O)N/C(=C/c2ccc(-c3cccc([N+](=O)[O-])c3)o2)C(=O)NCCCN(C)C)cc1
 : -3	1	-7	6	3	6	-0.83	17	12	-0.5	1472
(44) O=C(CSc1nc(O)cc(=O)n1C1CCCC1)Nc1cccc(Cl)c1Cl
 : 6	1.1	-20	6	-15	-1	1.2	-27	-8	0.8	1518
(45) CN(C)c1ccc(C2C3=C(CCCC3=O)OC3=C2C(=O)CCC3)cc1
 : -3	1	-4	5	1	2	.	3	-4	2.9	1500
(46) Cc1cc(C)c(C(=O)CSc2nc(C)cc(C)c2C(N)=O)c(C)c1
 : 7	0.9	-14	-2	5	3	.	13	3	0.3	1441
(47) CCOC(=O)CSc1nnc(-c2ccco2)n1C
 : 2	0.8	3	10	16	-1	0.32	-30	-6	-1.7	1509
(48) O=C(O)C1CC=CCC1C(=O)NCCc1ccccc1 (stereo not drawn)
 : 5	1	5	5	5	0	0.83	.	-4	-0.2	1445
(49) Cc1cccc(C(=O)NCCN2CCCC2)c1
 : 6	1	6	10	2	0	-0.78	.	-7	0.2	1616
(50) CCOC(=O)CCNC(=O)Nc1ccc2nc(C)n(Cc3ccccc3Cl)c(=O)c2c1
 : 10	1.1	9	-1	-9	-4	.	-5	-6	1.7	1477
(51) COc1ccc(-c2nc3ccccc3c(=O)n2NC(=S)N(C)C)cc1
 : 4	0.7	-11	5	29	1	.	6	-7	0.4	1549
(52) O=C(COc1ccc2c(c1)C(=O)CC1(CCCCC1)O2)NCc1ccccc1
 : 4	1	-14	8	5	10	.	.	6	1.8	1650
(53) CCc1ccc(-c2ccc(C(=O)O)c(C)n2)cc1
 : 8	1	7	11	3	8	1.8	3	-4	-0.7	1530
(54) COc1ccc(NC(=S)N(Cc2cccc(Br)c2)CC2CCC(C(=O)O)CC2)cc1 (stereo not drawn)
 : 5	1.1	4	11	-12	5	0.35	3	-2	-3.7	1722
(55) COc1ccc(OC)c(CN2CCN(S(=O)(=O)c3ccc(NC(C)=O)cc3)CC2)c1
 : -1	1.4	-4	8	-44	2	-0.093	-3	4	-2.1	1525
(56) Cn1ncc(Cl)c1C(=O)N1CCc2ccccc21
 : 0	0.9	-3	5	9	1	.	-4	0	-0.5	1674
